Assay outcomes (PubChem BioAssay)
PI4K2A inh – qHTS for small molecular inhibitors of PI4K2A; purified PI4K2A, ADP-Glo luminescence, 1 h; active compounds read low; activity change, negative = inhibition, % at 76.9 µM; 420,000 tested, 0.13% active; in the data active means activity change below about -50%; inconclusive means mostly about -30% to -49%;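 further: -100% = wells without enzyme as full effect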
Target sequence (Q9BTU6 whole entry, looked up): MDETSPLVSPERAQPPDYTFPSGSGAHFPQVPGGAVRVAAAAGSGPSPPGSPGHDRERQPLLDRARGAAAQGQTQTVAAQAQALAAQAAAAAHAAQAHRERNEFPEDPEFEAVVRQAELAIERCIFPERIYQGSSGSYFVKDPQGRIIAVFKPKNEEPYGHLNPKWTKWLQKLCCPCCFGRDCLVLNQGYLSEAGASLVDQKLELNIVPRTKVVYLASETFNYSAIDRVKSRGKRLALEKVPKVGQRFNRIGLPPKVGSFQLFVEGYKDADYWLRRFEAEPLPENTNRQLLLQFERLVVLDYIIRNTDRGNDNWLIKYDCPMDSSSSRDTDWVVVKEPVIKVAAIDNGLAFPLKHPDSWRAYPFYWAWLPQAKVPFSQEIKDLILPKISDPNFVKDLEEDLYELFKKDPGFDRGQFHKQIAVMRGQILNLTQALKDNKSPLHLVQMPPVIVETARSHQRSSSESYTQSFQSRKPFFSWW
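Compounds are screened against recombinant PI4K2A using PI as substrate and ATP, the latter dispensed at 300 microM. Reactions run one hour at ambient temperature before ADP-Glo detection; full inhibition defined by wells lacking enzyme.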
JMJD2A Tudor inh – qHTS Assay for Inhibitors of JMJD2A-Tudor Domain; AID 504339, 2011; Lysine-specific demethylase 4A (Homo sapiens), O75164; AlphaScreen JMJD2A-Tudor / H3K4me3 peptide binding; Potency, µM (titrated, usually from 114 µM), inactives show at the top dose activity change, negative = inhibition, hits mostly inhibitors; 390,000 tested, 4.4% active; further: potency means the concentration at half of the fitted maximal effect; on the % scale 0 is the no-effect control and ±100 the full control effect; nearly all actives have a fitted effect of over 50% in size
HP1b chromo inh – HTS for Inhibitors of HP1-beta Chromodomain Interactions with Methylated Histone Tails; AID 540317, 2011; 390,000 tested, 0.56% active; AlphaScreen HP1-beta / biotin-H3K9me3 peptide binding; Potency, µM (doses to about 114 µM), for the others: at the top dose activity change, negative = inhibition, hits mostly inhibitors; Chromobox protein homolog 1 (Homo sapiens), P83916; further: potency means the concentration at half of the fitted maximal effect; nearly all actives have a fitted effect of over 70% in size; inactives centre near 23
Target sequence (P83916 whole entry, looked up): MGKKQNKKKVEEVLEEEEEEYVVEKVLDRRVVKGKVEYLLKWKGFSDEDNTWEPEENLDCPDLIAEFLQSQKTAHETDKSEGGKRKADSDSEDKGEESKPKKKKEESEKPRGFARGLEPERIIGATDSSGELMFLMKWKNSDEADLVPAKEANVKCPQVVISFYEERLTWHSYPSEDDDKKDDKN
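Compound inhibition of the preformed complex between 50 nM HP1-beta and 50 nM biotinylated H3K9me3 peptide was read by AlphaScreen. Buffer was PBS pH 7.4 with 0.01% Tween-20. Incubations ran 30 min at room temperature, with 10 ug/mL donor/acceptor beads.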
GLS inh – qHTS for Inhibitors of Glutaminase (GLS); AID 624170, 2012; GLS enzymatic activity, qHTS titration; Potency, µM (titrated, usually from 45.5 µM), inactives show at the highest dose activity change, negative = inhibition, actives largely listed as inhibitors; Glutaminase kidney isoform, mitochondrial (Homo sapiens), O94925; 410,000 tested, 0.21% active; further: potency means the concentration at half of the fitted maximal effect; on the % scale 0 is the no-effect control and ±100 the full control effect
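hKGA in 45 mM KH2PO4 (pH 8.2), 0.02% Tween-20 with compound, then 1mM L-Glutamine (stock as added) plus glutamate oxidase/HRP/Amplex red coupling mix. Fluorescence read initially and after 30 min at RT; signal change reflects glutamate formation.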
BAZ2B block – qHTS Assay for Inhibitors of BAZ2B; Bromodomain adjacent to zinc finger domain protein 2B (Homo sapiens), Q9UIF8; AlphaScreen BAZ2B-H3K14Ac peptide displacement; Potency, µM (top dose mostly 114 µM), for inactives: at the top dose activity change, negative = inhibition, most hits filed as inhibitors; 360,000 tested, 4.4% active; further: potency means the concentration at half of the fitted maximal effect; on the % scale 0 is the no-effect control and ±100 the full control effect; nearly all actives have a fitted effect of over 60% in size
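Complex of BAZ2B and biotin-H3K14Ac (50 nM apiece) forms over 30 min at RT, then faces library compounds up to 110 uM for another 30 min; AlphaScreen beads added, 20 min dark incubation, luminescence read.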
RGS4 inhibitor – Inhibitors of Regulator of G Protein Signaling (RGS) 4: qHTS. AID 504845, 2011. Transcreener GDP fluorescence polarization, RGS4-accelerated GTP hydrolysis. 390,000 tested, 0.039% active. Potency, µM (doses to about 114 µM), inactives show at the top dose activity change, negative = inhibition, usual class: inhibitors. Regulator of G-protein signaling 4 (Homo sapiens), P49798; further: potency means the concentration at half of the fitted maximal effect; on the % scale 0 is the no-effect control and ±100 the full control effect; nearly all actives have a fitted effect of over 75% in size; some results filed as inactive show a strong effect at the top dose
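MLSMR compounds (23 nl, pin-transferred) preincubated 10 min at room temperature with a 500nM (2x) first reagent, then RGS4 at 900nM (2x) plus Transcreener GDP mix added; fluorescence polarization (620/688 nm) read before and after 90 min at 30 °C.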
ALOX12 inh – Primary qHTS assay for inhibitors of human arachidonate 12S-lipoxygenase (ALOX12): Round 2. purified 12hLO, xylenol orange hydroperoxide absorbance. AID 1671190, 2021. Potency, µM (highest dose often 108 µM), inactives show at the highest dose activity change, negative = inhibition, actives largely listed as inhibitors. 580,000 tested, 1.1% active. Polyunsaturated fatty acid lipoxygenase ALOX12 (Homo sapiens), P18054; further: potency means the concentration at half of the fitted maximal effect; on the % scale 0 is the no-effect control and ±100 the full control effect
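Purified human 12hLO (150 nM final) in 25 mM Hepes, 0.01% Triton X-100, pH 7.0 was preincubated 15 min at room temperature with compound. Then 40 uM arachidonic acid was added, 30 min. Hydroperoxide was read by Fe-XO absorbance ratio 573/405 nm.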
ERG-DNA inh – qHTS for Small Molecule Inhibitors of the ERG Ets/DNA interaction | AID 624246, 2012 | fluorescence polarization, His-ERG Ets domain / labelled DNA | Potency, µM (doses to about 76.9 µM), for inactives: at the highest dose FP activity, negative = inhibition, actives largely listed as inhibitors | 370,000 tested, 0.028% active; active means well fitted inhibition curve with a large enough effect in the polarisation, with a control signal flat; inconclusive means small, poorly fitted or top-dose-only effect, or effect the other way, or a change in a side signal; inactive means no such curve, though single readings can be large or run the other way; the % refers to the polarisation;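 further: polarization taken with two DNA probes labelled with fluorescein and Texas red; potency means the concentration at half of the fitted maximal effect; % of control where 0% means no effect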
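His-tagged ERG Ets domain (1 uM in the protein solution; 300mM KCl, 50mM Tris-HCl, 1mM EDTA, 1mM DTT, pH 7.5) received compound, then a probe mix of 5 nM fluorescein-DNA and 100nM Texas-615-DNA. Fluorescence polarization was read for both dyes.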
G9a inh – qHTS Assay for Inhibitors of Histone Lysine Methyltransferase G9a. G9a H3K9 monomethylation, AlphaScreen, 2 h. Potency, µM (top dose mostly 102 µM), inactives show top-dose activity, negative = inhibition, actives largely listed as inhibitors. 350,000 tested, 8.8% active; further: potency means the concentration at half of the fitted maximal effect; on the % scale 0 is the no-effect control and ±100 the full control effect; nearly all actives have a fitted effect of over 75% in size
Target sequence (Q96KQ7 913-1193 limits assumed): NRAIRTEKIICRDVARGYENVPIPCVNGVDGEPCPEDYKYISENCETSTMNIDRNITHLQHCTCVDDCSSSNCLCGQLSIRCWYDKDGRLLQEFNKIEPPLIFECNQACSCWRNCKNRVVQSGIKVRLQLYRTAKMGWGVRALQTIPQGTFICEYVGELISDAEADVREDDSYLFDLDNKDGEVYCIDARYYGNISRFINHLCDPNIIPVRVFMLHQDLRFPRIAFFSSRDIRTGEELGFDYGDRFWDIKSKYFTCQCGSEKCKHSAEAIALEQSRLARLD
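Step 1: enzyme (final 20 nM) with compound, 15 min RT. Step 2: substrate peptide 500 nM and SAM 20 uM, 2 h RT. Step 3: anti-H3K9me1 antibody and AlphaScreen beads, 10 min, then plate read.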
An asterisk follows results filed as active; ? = inconclusive; · = no result given; [ ] = another dose, or the depositor's remark. Unless noted, the call rests on the fitted dose curve; in most records, active means well fitted curve in the direction sought with a large enough effect; inconclusive means small, poorly fitted or top-dose-only effect, or another doubt; inactive means no such curve, though single readings can be large; an effect the other way counts as inactive or inconclusive.

cpd	PI4K2A inh	JMJD2A Tudor inh	HP1b chromo inh	GLS inh	BAZ2B block	RGS4 inhibitor	ALOX12 inh	ERG-DNA inh	G9a inh	SMILES
1	-1	-17%	31%	-2%	-11%	-36%	-13%	3%	19%[59 µM]	O=C(N/N=C/c1cccc(O)c1)c1cc(-c2ccc3c(c2)OCO3)n[nH]1
2	5	-7%	36%	11%	-18%	15%	0%	-14%	79µM*	c1ccc(N2CCN(C3CC4CCC3C4)CC2)cc1 (stereo not drawn)
3	-3	-13%	23%	-15%	-3%	-3%	11%	2%	9%	COc1ccc(N(C(=O)CNC(=O)c2ccco2)C(C(=O)NCC2CCCO2)c2ccc(OC)c(OC)c2)cc1 (stereo not drawn)
4	-5	1%	44%[activator]	-10%	-2%	-20%[56.9 µM]	6%	9%	-11%	Cc1csc(CN(C)C(=O)C2CCC(=O)N(CCCc3ccccc3)C2)n1 (stereo not drawn)
5	-5	?	39%	-24%	·	-11%	?	1%	·	O=c1cc(-c2nn[nH]n2)[nH]c(=O)[nH]1
6	-4	-15%	-1%	2%	-29%	-38%	-23%	-3%	-15%[59 µM]	CC1=C(C(=O)Nc2ccccc2C)C(c2cccnc2)n2nc(SCc3ccccc3F)nc2N1 (stereo not drawn)
7	-6	-5%	10%	10%	·	-8%	36%[activator]	16%	2%[59 µM]	Cn1c(N)c(C(=O)COC(=O)C2(c3cccc(F)c3)CCCC2)c(=O)n(C)c1=O
8	0	-6%	4%	-7%	7%	-5%	13%	·	-5%[59 µM]	Cc1ccc(N(C(C)C(=O)N2CCC(C)CC2)S(C)(=O)=O)cc1C (stereo not drawn)
9	0	2%	15%	7%	-17%	1%	-4%	8%	?	O=S(=O)(NC1CCCc2ccccc21)c1cnc[nH]1 (stereo not drawn)
10	-6	-15%	14%	-5%	50µM*	-6%	?	3%	-5%[12.7 µM]	CC(=O)Nc1ccc(NC(=O)CSc2nc(N)c(NC(=O)c3ccco3)c(=O)[nH]2)cc1
11	5	-10%[57.1 µM]	33%	2%	7%	16%[11.4 µM]	-22%	11%	-8%[59 µM]	COc1ccc(/C=C2/N=C3CCCCCN3C2=O)cc1OC
12	2	-2%	11%	3%	-2%	12%	8%	-7%	-8%[12.7 µM]	CCc1c(C(=O)NC2CCCC2)csc1C
13	-2	-2%	35%	0%	·	-24%	3.2µM*	27%	·	O=C(Nc1ccccc1)Nc1ccc(Cl)nc1Cl
14	2	-18%	47%[activator]	1%	-2%	5%	179%[activator]	-12%	-38%	CC(C)(C)c1ccc(C(=O)Nc2nnc(SCC(=O)NCC3CCCO3)s2)cc1 (stereo not drawn)
15	0	20%	52%	1%	22%	23%	10%	-9%	42%	Cc1ccc(S(=O)(=O)/C=C/c2ccccc2)cc1
16	-3	-12%	-13%	-9%	-10%	-3%	1%	-2%	18%	CC(Sc1nnnn1-c1ccc(O)cc1)c1nc2ccccc2c(=O)[nH]1 (stereo not drawn)
17	5	119%[activator]	145%[activator]	-4%	169%[activator]	9%	-3%	-1%	67%[activator][59 µM]	Cc1nn(C(=O)c2ccc(Br)cc2)c(C)c1Sc1ccccc1
18	-8	-24%	1%	-5%	7%	-19%	-14%	-1%	-21%	O=C(NC(Cc1ccccc1)c1nc2ccccc2[nH]1)c1ccc(Cl)c([N+](=O)[O-])c1 (stereo not drawn)
19	8	-18%	19%	6%	?	7%	-28%	2%	?	CCOC(=O)N1CCc2c(sc3c2c(=O)n(Cc2ccccc2)c(=O)n3Cc2ccccc2Cl)C1
20	0	-20%	56%[activator]	-3%	12%	-28%	0%[57.4 µM]	-5%	20%	N#Cc1cccc(NC(=O)c2nc(-c3ccccc3)n(-c3ccccc3)n2)c1
21	4	-1%	20%	8%	0%	-2%	-2%	-1%	2%	O=C(Nc1scc(-c2ccccc2)c1C(=O)O)c1ccccc1Cl
22	0	-13%	9%	-11%	8%	-14%	6%	7%	4%	O=C(c1cc(-c2cccc(Cl)c2)on1)N1CCOCC1
23	0	-21%	16%	-5%	-32%	-14%	-18%	-12%	-9%[2.33 µM]	C#CCOCCOCCOCCNc1nc(N2CCN(C(=O)[C@H]([C@@H](C)CC)n3cc(CCCCN)nn3)CC2)nc(N2CCN(C(=O)[C@H]([C@@H](C)CC)n3cc(CCCN=C(N)N)nn3)CC2)n1
24	4	?	26%	1%	-3%	-24%	-11%	10%	-20%[12.7 µM]	CC(C)(C)OC(=O)N1CCCC1C(=O)N1CCCC1C(=O)N1CCCC1C(=O)O (stereo not drawn)
25	-20	0%	12%	5%	3%	1%	-2%	6%	·	O=C(Nc1ccccc1C(F)(F)F)C1CCCC1
26	8	64%[activator]	128%[activator]	-2%	220%[activator]	2%	-21%	-9%	24%[59 µM]	CCc1ccc(OCCNC(=O)OCc2ccccc2)cc1
27	0	-9%	2%	-6%	-5%	7%	2%	-16%	9%[59 µM]	CCc1cnc2c(c1SCC(=O)N1CCC(C)CC1)c(=O)n(C)c(=O)n2C
28	-2	-4%	12%	-9%	-2%	10%	0%	6%	27%[59 µM]	CC(CNS(=O)(=O)c1ccc(Cl)cc1)n1cncn1 (stereo not drawn)
29	-3	-6%	23%	-5%	8%	34%	16%	7%	7%[59 µM]	CS(=O)(=O)N1CCN(C(=O)c2ccccc2)C1
30	2	6%	45%[activator]	0%	-8%	-26%	-10%	9%	2%[59 µM]	O=C1CN(C(=O)COC(=O)c2cccc(OCc3ccccc3)c2)c2ccccc2N1
31	6	-14%	9%	-6%	2%	14%	-26%	1%	3%[59 µM]	COc1cc(Cl)c(C)cc1NC(=O)CNC(=O)Cn1ccc2ccccc2c1=O
32	-1	-33%	7%	3%	?	12%	-14%	-1%	?	CCC(CC)C(=O)Nc1c(C(=O)N2CCN(c3ccccc3F)CC2)oc2ccccc12
33	-4	-15%	40%[activator]	1%	6%	-5%	?	-2%	?	COc1cc([C@@H]2CC=C(C(=O)O)[C@H](c3ccccc3)N2S(=O)(=O)c2ccc(C)cc2)cc(OC)c1OC
34	-18	11%	65%[activator]	25%	33%	13%	-9%	-5%	71%[activator]	COC(=O)c1sc(-c2ccccc2)cc1NC(C)=O
35	0	-15%	16%	37%[activator]	4%	10%	12%	-3%	-15%[12.7 µM]	COc1ccc(N2CCN(C3CCCN(C(=O)CCN4CCCCO4)C3)CC2)cc1 (stereo not drawn)
36	-7	?	-1%	56%[activator]	?	?	-3%	10%	?	CN1c2ccsc2C(O)=C(C(=S)Nc2ccccc2)S1(=O)=O
37	-8	42%[activator]	65%[activator]	0%	58%[activator]	-31%	-6%	10%	50%	CSc1ccccc1N=Cc1nc(-c2ccccc2)oc1O
38	-1	-3%	46%[activator]	7%	-17%	-24%	8%	-3%	-43%[59 µM]	CCn1c(SCc2ccccc2Cl)nc2nc3c(cc2c1=O)CCCC3
39	-1	-15%	28%	5%	2%	-1%	-11%	-8%	1%[12.7 µM]	O=C(c1cc2c(s1)CCCCC2)N1CCN(c2ncccn2)CC1
40	0	-20%	18%	-5%	·	?	?	-10%	·	COC(=O)NN1C(=O)C(c2ccccc2)=C(c2ccc(Cl)cc2)C1=O
41	0	-7%	56%[activator]	0%	0%	-31%	9%	61%[activator]	-2%[12.7 µM]	CCOc1cc(/C=C2\SC(=S)N(N3CCOCC3)C2=O)ccc1O
42	0	-20%	-1%	-1%	-5%	11%	-17%	-9%	-11%[59 µM]	CCn1c(=O)[nH]c(=O)c2c(N)c(C(=O)c3cc(F)ccc3F)sc21
43	-1	?	14%	12%	?	-12%	·	6%	45µM*	Cc1cccc(N2CCN(C(=O)c3cc4c(=O)n(C)c5ccccc5c4n3C)CC2C)c1 (stereo not drawn)

Taken from above.
no. 16 | HP1b chromo inh = -13%
no. 21 | BAZ2B block = 0%

An excerpt of these results, with values under each structure.
Each structure is followed by: PI4K2A inh	JMJD2A Tudor inh	HP1b chromo inh	GLS inh	BAZ2B block	RGS4 inhibitor	ALOX12 inh	ERG-DNA inh	G9a inh
16: CC(Sc1nnnn1-c1ccc(O)cc1)c1nc2ccccc2c(=O)[nH]1 (stereo not drawn)
  -3	-12%	-13%	-9%	-10%	-3%	1%	-2%	18%
29: CS(=O)(=O)N1CCN(C(=O)c2ccccc2)C1
  -3	-6%	23%	-5%	8%	34%	16%	7%	7%[59 µM]

These rows are one share of the data. The share of hits here may be higher or lower than overall.
